DT40 TDP1 CPT – DT40-hTDP1 cell growth loss with CPT; chicken DT40 Tdp1-/-;hTDP1 cells + 20 nM CPT, ATP luminescence, 48 h; Potency, µM (titrated, usually from 46.2 µM), without a hit: at the top dose activity change, negative = growth inhibition, actives largely listed as inhibitors; 12% of 420,000 active; AID 686979; further: nearly all actives have a fitted effect of over 55% in size
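Chicken DT40 Tdp1-/- cells complemented with human TDP1, 400 cells/well, exposed to compounds plus 20 nM camptothecin for at least 48 h at 37 C; viability read as ATP content by CellTiter-Glo luminescence.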
KAT2A inh – inhibitors of human GCN5L2 histone acetyltransferase. Q92830. Potency, µM (top dose mostly 58.9 µM), for the others: at the top dose activity change, negative = inhibition, most hits filed as inhibitors. 0.21% of 390,000 active. AID 504327. GCN5L2 HAT assay, ThioGlo1 CoA-SH fluorescence
Target sequence (Q92830 whole entry, looked up): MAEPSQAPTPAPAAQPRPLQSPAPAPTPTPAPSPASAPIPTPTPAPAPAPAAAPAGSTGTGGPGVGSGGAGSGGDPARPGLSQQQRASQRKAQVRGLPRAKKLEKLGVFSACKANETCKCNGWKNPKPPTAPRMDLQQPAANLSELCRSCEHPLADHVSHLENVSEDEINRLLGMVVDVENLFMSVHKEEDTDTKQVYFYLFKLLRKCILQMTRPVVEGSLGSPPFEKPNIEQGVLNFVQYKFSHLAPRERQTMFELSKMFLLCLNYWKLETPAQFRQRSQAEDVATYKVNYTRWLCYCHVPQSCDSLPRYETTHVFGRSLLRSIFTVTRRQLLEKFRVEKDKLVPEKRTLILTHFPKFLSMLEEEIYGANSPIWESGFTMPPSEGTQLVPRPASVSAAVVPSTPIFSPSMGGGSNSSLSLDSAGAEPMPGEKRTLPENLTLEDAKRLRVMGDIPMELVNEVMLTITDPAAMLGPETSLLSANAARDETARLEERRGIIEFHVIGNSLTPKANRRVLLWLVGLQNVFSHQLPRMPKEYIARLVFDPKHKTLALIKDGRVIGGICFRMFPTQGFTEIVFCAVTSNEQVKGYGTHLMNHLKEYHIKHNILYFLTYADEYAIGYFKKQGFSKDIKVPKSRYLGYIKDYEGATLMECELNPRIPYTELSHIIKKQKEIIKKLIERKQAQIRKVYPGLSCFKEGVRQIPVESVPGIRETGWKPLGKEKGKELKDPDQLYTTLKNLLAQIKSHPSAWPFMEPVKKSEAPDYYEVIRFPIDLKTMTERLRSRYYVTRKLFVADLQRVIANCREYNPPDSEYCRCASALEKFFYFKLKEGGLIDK
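Compounds, pin-transferred from DMSO stocks, meet 20nM GCN5L2 for 15 min before the reaction begins with H3(1-25) peptide (75uM) and acetyl-CoA (70uM). Thiol-reactive ThioGlo1 reports CoA release over 20 min at room temperature.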
DT40 TDP1 no CPT – qHTS for Inhibitors of human tyrosyl-DNA phosphodiesterase 1 (TDP1): qHTS in cells in absence of CPT | DT40 Tdp1-/- hTDP1 cells, no CPT, ATP luminescence, 48 h | Potency, µM (doses to about 46.2 µM), inactives show at the top dose activity change, negative = growth inhibition, hits mostly inhibitors | 15% of 420,000 active | AID 686978, 2013; further: nearly all actives have a fitted effect of over 55% in size
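Compound effects on proliferation are scored in DT40 Tdp1-/-;hTDP1 cells in the absence of CPT. ATP levels (CellTiter-Glo luminescence) are recorded after a ≥48 hr, 37 °C incubation.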
Starred values were filed as active, the others as inactive; u = inconclusive; x = not tested or not shown; & = joins results of further samples; [ ] = dose if it differs, or a comment. The call rests on the fitted dose curve; in most records, active means well fitted curve in the direction sought with a large enough effect; inconclusive means small, poorly fitted or top-dose-only effect, or another doubt; inactive means no such curve, though single readings can be large; an effect the other way counts as inactive or inconclusive. On the % scale 0 is the no-effect control and ±100 the full control effect; potency means the concentration at half of the fitted maximal effect.

mol | DT40 TDP1 no CPT | KAT2A inh | DT40 TDP1 CPT
CC(C)(C)OC(=O)N1CCC[C@@H]1C(=O)NCc1ccccc1Cl | -30% | x | -17%
Cc1ccc(/C=C/C(=O)OCC(=O)N(CC(C)C)c2c(N)n(Cc3ccccc3)c(=O)[nH]c2=O)o1 | u | 0% | u
N#Cc1ccc(NC(=O)Cn2cnc([N+](=O)[O-])c2)cc1 | 10% | 0% | -27%
Cc1nc(CN2CCCC2=NC#N)n(-c2ccccc2)n1 | -9% | -1% | -1%
O=C(CC(NC(=O)c1ccccc1)c1ccccc1)Nc1ccc(F)c(F)c1 (stereo unspecified) | u | -8% | -26%
O=C(NCCCN1CCCCC1)c1ccc(CS(=O)c2ccc(Cl)cc2)o1 (stereo unspecified) | 3% | u | -7%
COc1ccc(NC(=O)/C(C#N)=C\c2cc(C)n(-c3ccc(Oc4ccc([N+](=O)[O-])cn4)cc3)c2C)cc1 | u | -7% | u
CCOC(=O)c1cc([N+](=O)[O-])sc1NC(=O)c1ccc(S(=O)(=O)N2CC3(C)CC2CC(C)(C)C3)cc1 (stereo unspecified) | 2.6µM* | -11% | 2.3µM*
CCn1c(SCC(=O)OC(C)C)nnc1-c1ccccc1 | -4% | -2% | 4%
CCCNC(=O)C[C@@H]1CC[C@@H]2[C@H](COC[C@H](O)CN2C(=O)c2cc(Cl)cc(Cl)c2)O1 | 4% | x | 15%
Cc1ccc(C)c(SCC(=O)Nc2cc(S(=O)(=O)N3CCOCC3)ccc2C)c1 | u | -2% | u
Cc1ccc2c(C)c(C(=O)N(Cc3ccc(Cl)cc3)C3CCS(=O)(=O)C3)oc2c1 (stereo unspecified) | u | -9% | u
CCCCCC(C)n1[nH]c(=O)cc1N (stereo unspecified) | -2% | -7% | -1%
CCCOc1ccc(C(=O)Nc2ccccc2[N+](=O)[O-])cc1 | -15% | x | -19%
O=C(/C=C/c1ccccc1)CC(=O)c1ccccc1O | 18µM* | -16% | u
COc1cc2c(cc1OC)C(C(=O)NCc1cccnc1)C(c1cccnc1)N(C)C2=O (stereo unspecified) | -10% | 34%[activator] | -7%
CN(CC(=O)N1CCN(c2ccccc2F)CC1)S(=O)(=O)c1cnc[nH]1 | 0% | -4% | -18%
CCN(CC(=O)Nc1ccc(OC)cc1)C(=O)c1ccc2[nH]c3c(c2c1)CC(C)CC3 (stereo unspecified) | u | -9% | u
O=C(NNS(=O)(=O)c1ccccc1[N+](=O)[O-])c1ccncc1 | -13% | 0% | -19%
COC(=O)[C@]12CCCCC=C1N(Cc1ccc(Cl)cc1Cl)C(=O)[C@H](CC(=O)N1CCC(c3ccccc3)CC1)C2 | u | x | u

Reprinted from the part before: five compounds, then new ones.
mol | DT40 TDP1 no CPT | KAT2A inh | DT40 TDP1 CPT
COc1cc2c(cc1OC)C(C(=O)NCc1cccnc1)C(c1cccnc1)N(C)C2=O (stereo unspecified) | -10% | 34%[activator] | -7%
CN(CC(=O)N1CCN(c2ccccc2F)CC1)S(=O)(=O)c1cnc[nH]1 | 0% | -4% | -18%
CCN(CC(=O)Nc1ccc(OC)cc1)C(=O)c1ccc2[nH]c3c(c2c1)CC(C)CC3 (stereo unspecified) | u | -9% | u
O=C(NNS(=O)(=O)c1ccccc1[N+](=O)[O-])c1ccncc1 | -13% | 0% | -19%
COC(=O)[C@]12CCCCC=C1N(Cc1ccc(Cl)cc1Cl)C(=O)[C@H](CC(=O)N1CCC(c3ccccc3)CC1)C2 | u | x | u
Cc1nnc(NC(=O)Cc2cccs2)s1 | -14% | -4% | -23%
COc1ccc(Nc2nc(N3CCCCC3)c3ccccc3n2)cc1 | 18µM* | -30% | 18µM*
CN(C)S(=O)(=O)c1ccc(N/C=C(\[N+](=O)[O-])S(=O)(=O)c2ccccc2)cc1 | -20% | -17% | 1%
COc1ccccc1CN1CCN(C2CCN(C(=O)NC(C)C)CC2)C(=O)C1=O | 0% | -6% | -11%
CC(=O)N1c2ccc(S(=O)(=O)N3CCC(C(=O)N4CCN(c5cccc(C(F)(F)F)c5)CC4)CC3)cc2CC1C (stereo unspecified) | 2.3µM* | -17% | 8.2µM*
COc1ccc(CNC(=O)C(C)N=C2NS(=O)(=O)c3ccccc32)cc1OC (stereo unspecified) | -25% | x | -11%
Cc1ccc(-c2csc3nc[nH]c(=S)c23)cc1 | 5.2µM* | -3% | 3.3µM*
O=S(=O)(NCC(c1ccco1)N1CCN(c2ccccc2)CC1)c1ccccc1 (stereo unspecified) | u | -5% | u
CN(C)S(=O)(=O)c1cccc(C(=O)NCC2CCCO2)c1 (stereo unspecified) | 1% | 3% | 14%
O=C(Nc1cccnc1)c1ccccc1O | -11% | -6% | -8%
O=C1NC2(CCCCC2)C(=O)N1CC(=O)N1CCc2ccccc21 | 9% | 0% | 8%
S=c1[nH]nc(-c2n[nH]c3c2CCC3)n1/N=C/C=C/c1ccco1 | -25% | -28% | -10%
COc1ccc2oc(=O)c(-c3nc(-c4cc(OC)c(OC)c(OC)c4)no3)cc2c1 | -16% | -9% | -11%
COCCOC(=O)C1=C(C)NC2=C(C(=O)CCC2)C1c1cc2c(cc1Br)OCO2 (stereo unspecified) | 0% | -6% | -3%
O=C(NCc1ccccc1)c1cc(-c2ccncc2)nc2ccccc12 | u | 3% | u
CCOc1ccc(NC(=O)Cn2cc(C(C)=O)c3ccccc32)cc1 | u | 0% | u
Cc1ccccc1NC(=O)CN1CCc2ccccc2C1 | -24% | -6% | 3%
COc1ccc(Cl)cc1N(C(=O)Nc1cccc(Cl)c1)C1=NCC(C)S1 (stereo unspecified) | -26% | 1% | -16%
CCOC(=O)c1cc2sc(C)cc2n1CC(=O)N1CCN(C(=O)c2ccco2)CC1 | -16% | 35%[activator] | -24%
CC(NC(=O)c1ccccc1F)c1nnc(SCC(=O)NC2=NCCS2)n1C (stereo unspecified) | 4% | -4% | 13%

A section taken from the entries so far:
mol | DT40 TDP1 no CPT | KAT2A inh | DT40 TDP1 CPT
COCCOC(=O)C1=C(C)NC2=C(C(=O)CCC2)C1c1cc2c(cc1Br)OCO2 (stereo unspecified) | 0% | -6% | -3%
O=C(NCc1ccccc1)c1cc(-c2ccncc2)nc2ccccc12 | u | 3% | u
CCOc1ccc(NC(=O)Cn2cc(C(C)=O)c3ccccc32)cc1 | u | 0% | u

Further compounds
mol | DT40 TDP1 no CPT | KAT2A inh | DT40 TDP1 CPT
O=[N+]([O-])c1ccc(NN=C(c2ccccc2)c2ccccc2)nc1 | u | x | -24%
COC(=O)C1=C(C)N(Cc2ccccc2)C(=NCCCOC(C)C)N[C@H]1c1ccccc1 | 10µM* | 3% | 6.5µM*
Cc1ccsc1C(=O)N1CCN(S(=O)(=O)c2cccc(F)c2)CC1 | -20% | -7% | -8%
COc1ccc(S(=O)(=O)NCc2ccco2)cc1N(C)S(=O)(=O)c1ccccc1 | u | -5% | -4%
NC(=O)c1ccccc1OCC(=O)O | 0% | -22% | 6%
O=C(NNC(=O)C1CCN(Cc2cccc(F)c2)CC1)c1cccs1 | 3% | -4% | 15%
Cc1cc(NC(=O)CCSc2ccc(Cl)cc2)no1 | 2% | -3% | 14%
CCCCNC(=O)Nc1ccccc1C(=O)NCc1ccco1 | -21% | -3% | -9%
Cc1cccc(/C(N)=N/OC(=O)Cc2cccs2)c1 | u | u | -23%
COc1ccccc1C(=O)Nc1nc2cc3c(cc2s1)OCCO3 | 5.8µM* | 1% | 5.8µM*
CCN(CCNC(=O)CN1CCN(Cc2ccc(Cl)cc2)C1=O)c1ccccc1 | u | 2% | u
COc1cc(/C=C/c2nc3cc(Cl)ccc3c(=O)n2-c2cccc(C(F)(F)F)c2)cc(OC)c1OC | u | -3% | u
COc1ccc(-c2nnc(SCCc3ccccc3)n2N)cc1 | -28% | -13% | 1%
COc1ccccc1NS(=O)(=O)c1cc(C(=O)N2CCN(C/C=C/c3ccccc3)CC2)ccc1C | u | -2% | u
COc1ccc2nc(NC(=O)C3CCCN(S(=O)(=O)c4c(C)noc4C)C3)sc2c1 (stereo unspecified) | u | -12% | u
COc1ccc(CNC(=O)c2ccc(CNS(=O)(=O)c3ccc(OC)cc3)cc2)cc1 | -3% | 3% | -8%
CC1(C)CN(c2ccccc2)C(=O)[C@H]1CC(=O)Nc1ccccc1 | -13% | x | -28%
CCOc1ccc(NC(=O)CCN2C(=S)NC(C)(C)CC2C)cc1 (stereo unspecified) | -6% | -1% | -23%
CC(C)(C)OC(=O)n1cc(CCO)c2ccccc21 | -20% | -2% | -19%
COC(=O)c1ccc(C2NC(=O)c3ccccc3O2)cc1 (stereo unspecified) | -7% | -4% | 17%

New compounds follow
mol | DT40 TDP1 no CPT | KAT2A inh | DT40 TDP1 CPT
O=C1CCC(c2ccc3ccccc3c2)O1 (stereo unspecified) | -3% | x | u
COc1ccccc1NC(=O)c1ccc2c(c1)CCN2S(C)(=O)=O | -23% | -15% | -2%
COc1cc(C(=O)N2CCN(c3ccccc3)CC2)c([N+](=O)[O-])cc1OC | 5% | 2% | -10%
Cc1cc(C(=O)OCC(=O)c2cccs2)c2ccccc2n1 | 0% | 0% | -11%
Cc1cc(F)ccc1S(=O)(=O)N1CCCOC1CNC(=O)C(=O)NCCCN1CCOCC1 (stereo unspecified) | 2% | -29% | -8%
CC(C)(C)OC(=O)N/N=C/c1cccn1-c1ccc([N+](=O)[O-])cc1 | -11% | -1% | 10%
O=C(COc1ccc(Cl)cc1)NCCCNC(=O)c1cccnc1 | -27% | -7% | -15%
CCCCC[C@H](O)CC(=O)CCc1ccc(O)c(OC)c1 | u | -2%&17% | u
O=C(c1cccc(C(=O)N2CCN(c3ccccc3F)CC2)c1)N1CCN(c2ccccc2F)CC1 | 23µM* | -7% | u
CCN(CC)CCNCC1C(=O)O[C@@H]2C[C@@]3(C)CCC[C@H](C)C3=C[C@H]12 (stereo partly specified) | 13µM* | 0% | u
COc1ccc(CC(N)c2csc(NC(=O)Nc3cccc(C(F)(F)F)c3)n2)cc1 (stereo unspecified) | u | x | u
Cc1ccccc1NC(=O)CSC1=Nc2ccccc2C2=NC(CCC(=O)NCc3ccccc3)C(=O)N12 (stereo unspecified) | u | -3% | -26%
Cc1oc(CC(C)C)c(CN)c1C(=O)O | 4% | 1% | -1%
CC(Sc1nnc(-c2ccccc2Br)n1-c1cccc(C(F)(F)F)c1)C(N)=O (stereo unspecified) | 7% | 1% | 12%
CCCn1c2ccccc2c2cnn(CC(=O)O)c(=O)c21 | -6% | 18% | -3%
COC(=O)[C@H](C)NC(=O)N1CCC(Cc2ccccc2)CC1 | 6% | 23% | -7%
COc1ccc(CCNC(=O)CC2Nc3ccccc3NC2=O)cc1OC (stereo unspecified) | -17% | -8% | u
COc1ccc(C(=O)N[C@H](C(=O)Nc2ccc(OC)nc2)C(C)C)cc1 | -3% | 1% | -10%
S=C(NCCc1ccccc1)N1CCN(C2CCCCC2)CC1 | u | -6% | u
CCC(CO)Oc1cc(NC(=O)c2cccc([N+](=O)[O-])c2)c2ncn(C(C)C)c2c1 (stereo unspecified) | u | 1% | u

The list continues:
mol | DT40 TDP1 no CPT | KAT2A inh | DT40 TDP1 CPT
COc1ccc(S(=O)(=O)Nc2cc(C)ccc2OC)cc1C | -29% | -1% | u
Cn1ccc2c(-c3cncc4ccccc34)cc3c(c21)C1CCC3O1 (stereo unspecified) | u | x | u
CSc1nc2nc(-c3cccs3)cc(C(F)(F)F)c2c(=O)[nH]1 | 5% | -3% | 5%
Cn1c(Oc2ccc3c(c2)OCO3)nc2c1c(=O)n(Cc1ccccc1)c(=O)n2C | u | -1% | u
CC(C)c1ccc(/C=C2\SC(=S)N(CC(=O)NCCCN3CCOCC3)C2=O)cc1 | u | -12% | u
CCOC(=O)/C(=C(/C)N)C1CC(=O)NC1=O (stereo unspecified) | -1% | x | 9%
COc1ccc(/C=C/C(=O)NC(=S)Nc2ccc(Br)cn2)cc1 | u | -19% | u
COc1ccc(CC(C)Nc2ccccc2F)cc1 (stereo unspecified) | -24% | 0% | -7%
CCOC(=O)c1c(C)oc2c1c(CN1CCN(CCO)CC1)c(O)c1ccccc12 | u | -7% | u
CC(/C=N/NC(=O)CCn1nnc2ccccc21)=C\c1ccccc1 | u | -10% | -22%
O=C1NCCN1CCNc1nc(NCC2CC2)nc2cc(-c3ccccc3)sc12 | 21µM* | x | u

Assay outcomes (PubChem BioAssay)
